# TSG101-PTAP inh: inhibitors of HIV-1 PTAP binding to human TSG101, validation | Fluorescence polarization, FITC-PTAP peptide/Tsg101, 20 min | Potency, µM (titrated, usually from 115 µM), inactives show at the highest dose activity change, negative = inhibition, actives largely listed as inhibitors | 44,000 tested, under 10 active; further: potency means the concentration at half of the fitted maximal effect; 0% is about no effect
# Target sequence (Q99816 whole entry, looked up): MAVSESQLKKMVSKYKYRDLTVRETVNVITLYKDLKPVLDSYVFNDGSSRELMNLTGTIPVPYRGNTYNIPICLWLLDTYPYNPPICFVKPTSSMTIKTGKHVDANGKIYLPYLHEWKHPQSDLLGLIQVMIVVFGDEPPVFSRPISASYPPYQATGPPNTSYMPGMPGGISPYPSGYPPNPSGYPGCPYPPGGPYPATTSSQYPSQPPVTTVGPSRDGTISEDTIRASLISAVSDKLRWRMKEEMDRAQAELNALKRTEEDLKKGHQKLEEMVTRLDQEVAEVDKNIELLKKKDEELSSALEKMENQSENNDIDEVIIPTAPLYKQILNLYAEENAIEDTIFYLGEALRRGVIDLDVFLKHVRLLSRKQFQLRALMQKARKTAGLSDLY
#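 Fluorescence polarization binding of Tsg101 binding domain (10 uM final) to FITC-labeled PTAP-motif peptide (50 nM final) in HEPES pH 7.5/NaCl/Tween 20/EDTA/TCEP buffer; 20 min at r.t. Actives by curve class, <25 µM, efficacy <60% inhibition.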
# GALK inhibitor: inhibitors of human galactokinase (GALK); P51570; recombinant GALK, Kinase-Glo ATP luminescence, 1 h; Potency, µM (highest dose often 57.5 µM), without a hit: at the top dose activity, negative = inhibition, usual class: inhibitors; 44,000 tested, under 10 active; AID 1347072;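 further: plate controls were full GALK reaction for no effect and reaction lacking GALK for full effect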
# Target sequence (P51570 whole entry, looked up): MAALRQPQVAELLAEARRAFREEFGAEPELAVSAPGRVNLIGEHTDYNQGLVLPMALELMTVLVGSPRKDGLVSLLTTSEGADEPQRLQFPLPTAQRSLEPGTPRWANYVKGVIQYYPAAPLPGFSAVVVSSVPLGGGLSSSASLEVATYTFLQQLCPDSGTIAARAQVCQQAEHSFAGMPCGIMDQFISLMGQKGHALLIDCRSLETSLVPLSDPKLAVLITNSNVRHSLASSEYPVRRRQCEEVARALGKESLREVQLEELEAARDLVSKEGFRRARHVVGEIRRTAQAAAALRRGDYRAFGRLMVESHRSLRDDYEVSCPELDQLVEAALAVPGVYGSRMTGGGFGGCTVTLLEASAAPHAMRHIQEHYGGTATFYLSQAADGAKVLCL
#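 Luminescent ATP-depletion readout (Kinase-Glo Plus, 10 min) after 1 h RT reaction of 5 nM GALK, 35 uM ATP, 100 uM galactose, pH 8.0 HEPES buffer. Decreased kinase activity scored as inhibition.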
# B2AR arrestin ag: ADRB2 beta-arrestin recruitment | HTLA Tango cells, beta-arrestin recruitment, luciferase luminescence, 18 h | Potency, µM (titrated, usually from 46.1 µM), inactives show top-dose activation, actives largely listed as activators | 44,000 tested, under 10 active;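 further: potency means the concentration at half of the fitted maximal effect; 0% = DMSO and full agonism = EC100 isoproterenol or metaproterenol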
#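 Tango cells (recombinant beta2-AR, beta-arrestin, tTA-driven luciferase), 1500/well in DMEM 1% FBS, treated 18 h at 37 °C with compounds up to 46 µM; luciferin mix added, luminescence read after 15 min; %activity curves fitted and curve-classed.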
# p53null 39C kill: kills p53 null cells at the nonpermissive temperature; H1299 p53-null (neo) cells, 39C, ATPlite viability, 24 h; Potency, µM (doses to about 46.1 µM), inactives show at the top dose activity, negative = cell killing, most hits filed as cytotoxic; actives 0.97% (n = 55,000); AID 904;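 further: potency means the concentration at half of the fitted maximal effect; 0% = DMSO only and -100% = full killing by 100 µM tamoxifen; nearly all actives have a fitted effect of over 50% in size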
#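 Concentration-response (up to 46 uM) was run for 24 h at the nonpermissive 39C on H1299-p53A138V or H1299-neo cells. ATP content was measured with ATPlite luminescence. AC50 values were Hill-modeled after normalizing between DMSO and 100 uM tamoxifen killing.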
# FH mod: Identification of activators of human fumarate hydratase by quantitative high-throughput screening. Fumarate hydratase, mitochondrial (Homo sapiens), P07954. FH coupled MDH/diaphorase resazurin fluorescence, 15 min. Potency, µM (doses to about 79.9 µM), inactives show at the top dose activity change, negative = inhibition, hits mostly inhibitors. actives 0.22% (n = 54,000); further: potency means the concentration at half of the fitted maximal effect; on the % scale 0 is the no-effect control and ±100 the full control effect; the screen sought activators but most active calls are inhibition curves; nearly all actives have a fitted effect of over 45% in size
# NTMT1 inh: inhibitors of human N-terminal methyltransferase NTMT1; NTMT1 MTase-Glo SAH luminescence, purified enzyme; actives 2.5% (n = 59,000); Potency, µM (titrated, usually from 114 µM), inactives show at the top dose activity change, negative = inhibition, actives largely listed as inhibitors; AID 1645870;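 further: potency means the concentration at half of the fitted maximal effect; plate controls were DMSO vehicle for no effect and no enzyme for full effect; nearly all actives have a fitted effect of over 65% in size; many of its hits are not listed in these tables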
# Target sequence (Q9BV86 whole entry, looked up): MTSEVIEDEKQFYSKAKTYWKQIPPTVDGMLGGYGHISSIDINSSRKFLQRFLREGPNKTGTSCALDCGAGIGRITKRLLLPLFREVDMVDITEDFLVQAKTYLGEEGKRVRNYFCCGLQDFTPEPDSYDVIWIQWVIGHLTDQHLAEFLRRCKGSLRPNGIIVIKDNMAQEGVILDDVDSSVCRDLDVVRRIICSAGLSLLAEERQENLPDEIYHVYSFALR
# p53null 32C kill: kills p53 null cells at the permissive temperature; H1299-neo p53 null cells, ATP luminescence, 24 h, 32C; Potency, µM (titrated, usually from 46.1 µM), inactives show at the top dose activity change, negative = cytotoxicity, usual class: cytotoxic; actives 0.62% (n = 55,000);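 further: potency means the concentration at half of the fitted maximal effect; 0% = DMSO only and -100% = full killing by 100 µM tamoxifen; nearly all actives have a fitted effect of over 55% in size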
#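 We seeded p53-null H1299-neo cells, incubated them overnight at 37C, and added compounds across a range up to 46 uM. After 24 hours at 32C, ATP reagent was applied for 20 min at room temperature and luminescence recorded.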
# The depositor's hits bear a star; ? = inconclusive; . = not tested or not shown; [ ] = dose if it differs, or a comment. The call rests on the fitted dose curve; in most records, active means well fitted curve in the direction sought with a large enough effect; inconclusive means small, poorly fitted or top-dose-only effect, or another doubt; inactive means no such curve, though single readings can be large; an effect the other way counts as inactive or inconclusive. Not all compounds are listed; rates above refer to the full screens.
SMILES | FH mod | p53null 39C kill | TSG101-PTAP inh | B2AR arrestin ag | GALK inhibitor | p53null 32C kill | NTMT1 inh
Cc1cccc(Oc2ccc(NC(=O)CCC(=O)OCC(=O)c3ccc(Br)cc3)cc2)c1C | 4.7% | -2.2% | -4.8% | 0.8% | 0.0% | -4.6% | 21.6%
COc1ccc(NC(=O)c2ccco2)cc1NC(=O)COc1ccc(Cl)cc1C | 3.8% | 0.7% | -0.5% | -0.3% | 2.7% | -15.2% | -23.1%
COc1ccc(-c2ccnc3c(-c4ccc(F)cc4)c(C)nn23)cc1OC | 1.6% | . | -3.8% | -1.9% | 0.0% | . | 2.6%
CCC(C(=O)NCc1ccco1)n1nc(C)c2c(C)n(-c3ccc(C)cc3)nc2c1=O (centres undefined) | 7.2% | 7.7% | -4.0% | 1.5% | 0.0% | 1.4% | 4.2%
COc1ccc(-c2nc(S(=O)(=O)c3ccc(Cl)cc3)c(N3CCCCCC3)o2)cc1 | 0.5% | -9.4% | 2.2% | 0.5% | 3.7% | -2.3% | 13.4%
CCCOc1ccc(CC2C(=O)Nc3ccc(Br)cc32)cc1 (centres undefined) | ? | 14.6% | -4.9% | -1.4% | -0.5% | ? | -9.1%
CN(C)CCNC(=O)c1ccc(-n2c(-c3ccccc3)cc3c2CCCC3)cc1 | -1.8% | 14.0% | -5.5% | 0.0% | -1.4% | 14.7% | -18.8%
COc1cccc(C2=NN(S(C)(=O)=O)C(c3cn(-c4ccccc4)nc3-c3cccs3)C2)c1 (centres undefined) | -7.0% | . | -6.3% | 0.8% | 8.1% | . | -12.9%
CC(=O)N1c2nc(-c3ccco3)nn2C2(CCCCC2)[C@@H]2CCCC[C@@H]21 | -7.2% | -17.1% | -1.0% | -3.6% | 6.7% | -3.8% | -18.5%
COCCNC(=O)CSc1c(C)cnc2c1c(=O)n(C)c(=O)n2C | -10.3% | ? | -11.7% | -0.2% | -4.2% | 7.4% | -8.2%
Fc1ccc2ncc3c(-c4ccccc4)n[nH]c3c2c1 | -10.7% | 0.3% | -6.9% | 1.1% | 1.6% | -1.3% | -10.6%
CCN1CCN(Cc2c(O)ccc3oc(C)c(C(=O)Nc4ccc(C)cc4C)c23)CC1 | . | -2.3% | -1.5% | 1.8% | 4.9% | 4.3% | .
Cn1nc(C(=O)Nc2ccc(F)c(Cl)c2)c2c1-c1ccccc1S(=O)(=O)C2 | 3.6% | -4.4% | -4.5% | -0.1% | 0.6% | 0.2% | 2.8%
Cc1ccc(C)c(CN2C(=O)c3ccccc3S(=O)(=O)c3ccc(C(=O)NCCC4=CCCCC4)cc32)c1 | -14.9% | -0.3% | -3.7% | -2.1% | -15.6% | -1.9% | -10.8%
COc1ccc(CNc2oc(COc3cccc(C)c3)nc2C#N)cc1 | ? | 41.2% | -3.0% | -1.7% | -0.7% | 75.1%[activator] | 0.6%
O=C(COc1ccc(F)cc1)Nc1ccccc1C(=O)OCc1cc(=O)n2ccsc2n1 | -1.1% | -7.6% | 0.3% | -1.3% | -2.7% | -1.2% | -27.9%
COc1ccc(C(=O)Oc2ccc(C(c3c(C)[nH][nH]c3=O)c3c(C)[nH][nH]c3=O)cc2)cc1 | -6.7% | -10.5% | -9.0% | 0.6% | -0.1% | -4.8% | 3.4%
CN(C)S(=O)(=O)c1ccc2c(c1)N(CC(=O)N1CCC(C(N)=O)CC1)CCS2 | -5.5% | -11.9% | -6.0% | -1.4% | -0.7% | -1.7% | 9.5%
COc1ccc(CNS(=O)(=O)c2cc3c(cc2C)n(C)c(=O)c(=O)n3C)cc1 | 0.8% | -3.6% | -8.7% | -1.0% | 1.2% | -12.9% | -0.3%
CCOc1ccc(C(=O)Nc2ccc(-c3nc4cc(CC)ccc4o3)cc2)cc1 | 2.3% | -14.8% | 0.6% | -0.6% | -16.8% | 2.8% | -2.2%
Cc1ccc(NC(=O)Cn2c(=O)n(CC(=O)NCCc3ccccc3)c(=O)c3ccccc32)cc1C | 3.3% | ? | -6.7% | 0.5% | 2.0% | -24.0% | 4.8%
Cc1ccc(-c2ccc(CCC(=O)O)n2-c2ccc(C(N)=O)cc2)cc1 | 0.7% | 5.1% | -4.2% | -0.1% | 3.7% | -3.8% | -3.0%
Cc1cc(C)c2c(=O)cc(C(=O)Nc3ccc(S(=O)(=O)Nc4nc(C)cc(C)n4)cc3)oc2c1 | -25.9% | -6.5% | 0.8% | -2.1% | 2.3% | 37.7%[activator] | ?
CCOc1cccc(C2c3c(-c4cc(C)ccc4O)n[nH]c3C(=O)N2Cc2ccco2)c1 (centres undefined) | ? | ? | -3.7% | -0.8% | 4.9% | ? | 1.9%
Cc1ccc(Cl)cc1NC(=O)CN1C(=O)CSc2ccc(S(=O)(=O)N3CCCC3)cc21 | -11.4% | -10.4% | 4.4% | -0.3% | 5.4% | 2.9% | 6.2%
COc1ccccc1CCNC(=O)CCc1c(C)c2cc3c(C)coc3cc2oc1=O | . | 3.9% | -4.6% | 0.0% | -1.7% | 10.1% | .
CC(C)c1ccc(OCC(=O)NCC(c2ccc(Cl)cc2)N2CCOCC2)cc1 (centres undefined) | -13.8% | 4.1% | -9.7% | -4.6% | -0.4% | -1.0% | -1.1%
CCC(C(=O)Nc1ccc(C(=O)OC)cc1)n1nc(-c2ccc(C)cc2)c2c(c1=O)CCCC2 (centres undefined) | -32.8% | 5.1% | -7.7% | 0.0% | 2.1% | 18.6% | -12.5%
CNc1nc(Oc2ccc(=O)n(C)n2)nc(N2CCOCC2)n1 | 7.8% | -9.0% | -2.5% | 0.1% | -7.9% | -3.7% | -0.1%
COc1ccc(CNC(=O)c2cnn(-c3ccccc3)c2-n2cccc2)cc1OC | . | -0.9% | 5.7% | 0.2% | 4.8% | 12.0% | .
Cc1cc(C)cc(NC(=O)C2CCCN2S(=O)(=O)c2ccc3c(c2)C(C)(C)C(=O)N3C)c1 (centres undefined) | -14.1% | -2.0% | -5.6% | -0.1% | ? | -4.2% | ?
Cc1ccc2c(CC(=O)Nc3ccccc3C(F)(F)F)coc2c1C | 0.9% | ? | 1.1% | 0.2% | 6.4% | -6.9% | 11.0%
CCc1ccc(S(=O)(=O)NCCc2csc3nc(-c4ccccc4)nn23)s1 | ? | 5.3% | -11.6% | -3.9% | 2.3% | -3.1% | ?
CCS(=O)(=O)c1ncc(Cl)c(C(=O)Nc2c(C(=O)c3ccc(C)cc3)oc3ccccc23)n1 | 3.8% | 3.6% | 0.3% | -0.3% | 0.6% | -3.5% | ?
Cc1cc(S(=O)(=O)Nc2cc3c(cc2Cl)n(C)c(=O)c(=O)n3C)ccc1F | -24.0% | -0.9% | 0.1% | 0.3% | ? | -4.7% | 6.2%
CCCCN(CC)CCNC(=O)C1CCN(S(=O)(=O)c2cccc3nsnc23)CC1 | -5.7% | 18.2% | -0.6% | -1.7% | 0.5% | 1.4% | -21.4%
CCSc1nnc2c(n1)OC(c1ccc(OC)c(OC)c1)N(C(C)=O)c1ccccc1-2 (centres undefined) | 9.9% | 1.9% | -3.6% | -2.0% | 0.0% | 8.8% | 5.8%
CCCCNC(=O)c1cccc(-n2cnc3cccnc32)c1C | 8.2% | -5.8% | -3.6% | 1.2% | 0.8% | 1.7% | 16.8%
Cc1cc(C)cc(NC(=O)C(=O)NCC(c2ccc3c(c2)OCO3)N2CCN(C)CC2)c1 (centres undefined) | -10.4% | 5.3% | 1.3% | -0.5% | -8.0% | 4.0% | ?
CCOc1ccccc1-c1nc(-c2ccc(-c3ccccc3)nc2OCC)no1 | -11.8% | 11.0% | -1.7% | -0.1% | -1.7% | 0.0% | -9.1%
CC(=O)c1cccc(NC(=O)CCc2c(C)nc3nc(CN)nn3c2C)c1 | 18.3% | -9.9% | -6.3% | -1.7% | -1.8% | 2.0% | -1.4%
Cc1nn(C)c2c1c(C(F)(F)F)cc(=O)n2CC(=O)N1CCCCC1C (centres undefined) | 3.5% | -7.5% | -3.7% | -0.3% | 1.6% | -7.4% | 7.0%
Cc1cc(NC(=O)c2cccn2-c2nnc(N3CCCCC3)s2)ccc1Br | -33.2% | -15.1% | 3.4% | 0.3% | -0.9% | -14.4% | ?
COc1ccc(OCCn2nnc3sc4c(c3c2=O)CCC(C(C)(C)C)C4)cc1 (centres undefined) | -26.8% | -5.8% | 12.2% | -1.9% | 2.6% | -5.3% | 13.9%
O=C(NCc1ccc(Cl)cc1)C(=O)NCC(c1ccc2c(c1)OCO2)N1CCOCC1 (centres undefined) | -1.7% | 17.3% | -0.9% | -0.7% | 0.6% | -6.5% | 1.5%
CCc1cccc(NCc2ccccc2-c2nnc(-c3ccccc3Cl)o2)c1 | 6.3% | -16.0% | 0.1% | -1.1% | 2.5% | -5.6% | 4.3%
Cc1cc(C)cc(NC(=O)N2CCC(N3CCN(Cc4ccccc4)C(=O)C3=O)CC2)c1 | -4.3% | -8.0% | -1.8% | -3.3% | 2.0% | -1.7% | 1.5%
CCc1cccc(-n2c(=O)c3cccnc3n2CC(=O)Nc2ccc(OC)c(Cl)c2)c1 | -16.5% | 9.7% | 0.1% | 1.3% | -0.4% | 0.4% | 5.7%
Cc1cccc(N2CCN(C(=O)Cn3c(-c4cccs4)cc4ccccc43)CC2)c1C | -10.9% | -12.7% | -2.3% | -0.6% | 2.2% | -7.4% | 0.8%
COc1ccc(OC)c(C2CC(=O)c3c([nH]c(C(=O)OC4CCC(C)CC4)c3C)C2)c1 (centres undefined) | -15.8% | -2.7% | -6.0% | 0.0% | -8.7% | 40.4%[activator] | 5.2%
CCOC(=O)c1cc(CC)sc1NC(=O)COc1ccccc1C | 1.9% | -2.3% | -0.6% | -0.5% | -0.4% | 2.7% | 6.4%
COc1ccc(CCNC(=O)c2cnc3ccc(C)cn3c2=O)cc1OC | -23.8% | -9.6% | -4.3% | 0.5% | 5.4% | -1.8% | -13.6%
Oc1c(C(c2ccccc2)N2CCN(Cc3ccccc3)CC2)sc2nc(-c3ccco3)nn12 (centres undefined) | 3.7% | 31.3%[activator] | 0.2% | -3.9% | -1.4% | 15.0% | 3.8%

# Looked up one by one from above, 3 records:
SMILES | FH mod | p53null 39C kill | TSG101-PTAP inh | B2AR arrestin ag | GALK inhibitor | p53null 32C kill | NTMT1 inh
Oc1c(C(c2ccccc2)N2CCN(Cc3ccccc3)CC2)sc2nc(-c3ccco3)nn12 (centres undefined) | 3.7% | 31.3%[activator] | 0.2% | -3.9% | -1.4% | 15.0% | 3.8%
Cc1ccc2c(CC(=O)Nc3ccccc3C(F)(F)F)coc2c1C | 0.9% | ? | 1.1% | 0.2% | 6.4% | -6.9% | 11.0%
COc1ccc(C(=O)Oc2ccc(C(c3c(C)[nH][nH]c3=O)c3c(C)[nH][nH]c3=O)cc2)cc1 | -6.7% | -10.5% | -9.0% | 0.6% | -0.1% | -4.8% | 3.4%

# Screening results deposited in PubChem BioAssay by National Center for Advancing Translational Sciences (NCATS).
